# GoLoco inh red: RGS12 GoLoco-Gai1 interaction inhibition; Potency, µM (top dose mostly 61.6 µM), without a hit: at the highest dose activity, negative = inhibition, usual class: inhibitors; P63096; Gai1:RGS12 GoLoco peptide FP, rhodamine, 10 min; 230,000 compounds, 0.44% hits; active = well fitted inhibition curve with a large enough effect, not every such curve was filed as active; inactive = no such curve, though single readings can be large or run the other way; note: % is set by controls: 0 for no effect and ±100 for the full control effect; nearly all actives have a fitted effect of over 30% in size; many of its hits are not listed in these tables
# Target sequence (P63096 whole entry, looked up): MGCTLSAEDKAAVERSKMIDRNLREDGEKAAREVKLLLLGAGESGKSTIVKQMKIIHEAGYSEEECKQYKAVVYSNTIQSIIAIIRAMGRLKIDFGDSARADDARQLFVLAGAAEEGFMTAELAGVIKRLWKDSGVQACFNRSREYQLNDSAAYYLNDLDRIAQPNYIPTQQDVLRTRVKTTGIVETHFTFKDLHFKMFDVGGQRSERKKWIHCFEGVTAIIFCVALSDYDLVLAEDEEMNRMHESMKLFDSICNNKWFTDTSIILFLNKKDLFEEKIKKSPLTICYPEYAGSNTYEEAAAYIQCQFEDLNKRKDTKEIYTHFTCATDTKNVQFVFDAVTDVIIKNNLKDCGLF
# KinaseGlo FLuc: counter-screen: inhibitors of Kinase-Glo firefly luciferase; Kinase-Glo luciferase, ATP luminescence, 8 min; Potency, µM (highest dose often 38.3 µM), without a hit: top-dose activity change, negative = inhibition, actives largely listed as inhibitors; 200,000 compounds, 0.28% hits; note: % is set by controls: 0 for no effect and ±100 for the full control effect; nearly all actives have a fitted effect of over 60% in size
#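 Recombinant Kinase-Glo luciferase, 10 uM ATP (linear range), luciferin; imidazole pH 7.2 / KCl / MgCl2 / Tween / BSA buffer; 8 min RT; luminescence.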
# SMN2 splice enh: enhancers of SMN2 splice variant expression; HEK293 SMN2-luciferase splicing reporter, luminescence, 30-36 h; Potency, µM (titrated, usually from 46.1 µM), for inactives: at the top dose activity change, positive = activation, actives largely listed as activators; 210,000 compounds, 2.8% hits; AID 1458; note: % of control where 0% means no effect; nearly all actives have a fitted effect of over 55% in size
#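 HEK293 cells carry an SMN2 minigene-luciferase reporter in which exon 7 inclusion puts luciferase in frame. Cells were seeded at 2000 cells/well, attached for 10-12 hours, then exposed to compounds for 30-36 hours at 37C before ONE-Glo luminescence.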
# IMPase Li inh: membrane-permeable IMPase blocker, potentiated with lithium | CHO-M1 cells, IP1 TR-FRET (IP-One), carbachol + lithium | Potency, µM (top dose mostly 59.4 µM), inactives show top-dose activity, negative = IMPase inhibition, usual class: inhibitors | 210,000 compounds, 0.35% hits | AID 1457;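 note: IP1 builds up when IMPase is blocked and the TR-FRET signal falls; plate controls were basal vehicle for no effect and high inhibitor control for full effect; nearly all actives have a fitted effect of over 50% in size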
#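 CHO-M1, 2000 cells/well, 16–30 h culture; cpd + low Li+, 30 min 37C; lysis with d2-IP1/Eu-anti-IP1 Ab, 10 min RT; TR-FRET 665/620 ratio and 620 channel; AC50 via Hill.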
# Epigenetic derep: epigenetic control regulation, reporter derepression | murine LDR cells, GFP reporter derepression, 30 h | Potency, µM (titrated, usually from 53.9 µM), for inactives: top-dose GFP activation, actives largely listed as activators | 280,000 compounds, 0.2% hits; note: % of control where 0% means no effect; nearly all actives have a fitted effect of over 60% in size
#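 Murine LDR cells bearing a silenced CMV-driven GFP reporter were exposed to compound for 30 h at 37 C. After PBS washes, GFP-positive cells (20-120 um objects) counted by laser-scanning microplate cytometry.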
# RECQ1 helicase: RECQ1 (human) helicase inhibition. 240,000 compounds, 0.54% hits. P46063. Potency, µM (titrated, usually from 57.3 µM), for inactives: at the top dose activity, negative = inhibition, usual class: inhibitors. RECQ1 DNA unwinding, red fluorescence kinetic read;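 note: plate controls were vehicle for no effect and no enzyme for full effect; nearly all actives have a fitted effect of over 30% in size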
# Target sequence (P46063 whole entry, looked up): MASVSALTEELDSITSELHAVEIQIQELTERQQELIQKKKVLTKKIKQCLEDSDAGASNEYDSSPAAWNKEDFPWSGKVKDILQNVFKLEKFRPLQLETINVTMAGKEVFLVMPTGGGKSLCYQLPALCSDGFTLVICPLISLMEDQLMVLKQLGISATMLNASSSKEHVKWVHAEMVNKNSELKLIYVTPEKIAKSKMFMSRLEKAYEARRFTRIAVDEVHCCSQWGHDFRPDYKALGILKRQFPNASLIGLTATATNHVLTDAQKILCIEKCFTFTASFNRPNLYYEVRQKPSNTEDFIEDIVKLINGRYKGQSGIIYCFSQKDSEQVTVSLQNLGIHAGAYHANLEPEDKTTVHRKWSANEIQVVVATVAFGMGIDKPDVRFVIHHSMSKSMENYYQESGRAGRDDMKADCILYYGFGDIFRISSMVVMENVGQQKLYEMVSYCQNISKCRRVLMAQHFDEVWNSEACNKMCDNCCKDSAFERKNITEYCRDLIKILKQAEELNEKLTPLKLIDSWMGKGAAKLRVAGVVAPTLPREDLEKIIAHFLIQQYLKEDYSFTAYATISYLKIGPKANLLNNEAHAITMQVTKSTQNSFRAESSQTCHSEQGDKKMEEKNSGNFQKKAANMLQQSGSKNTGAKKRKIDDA
#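 RECQ1T1 50 nM; forked duplex (20 bp + 30-nt ss tails) 200 nM, ATP 2 mM final; pH 8.0, 2 mM MgCl2, 2.5 ug/ml poly(dI-dC); 15 min compound preincubation; discontinuous kinetic read over 2 h at RT.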
# NPSR antag: blocks cAMP signaling of the human neuropeptide S receptor; Q6W5P4; CHO-NPSR cells, cAMP TR-FRET, antagonist mode; Potency, µM (titrated, usually from 38.3 µM), inactives show at the highest dose activity change, negative = inhibition, actives largely listed as inhibitors; 220,000 compounds, 1% hits; AID 1461; note: % is set by controls: 0 for no effect and ±100 for the full control effect; nearly all actives have a fitted effect of over 50% in size; many of its hits are not listed in these tables
# KDM4E inh: JMJD2E (human) inhibition | B2RXH2 | JMJD2E catalytic domain, FDH-coupled NADH fluorescence (FDH is formaldehyde dehydrogenase) | Potency, µM (doses to about 57.1 µM), for inactives: at the top dose activity change, negative = inhibition, usual class: inhibitors | 230,000 compounds, 1.6% hits | AID 2147; active = well fitted inhibition curve with a large enough effect, not every such curve was filed as active; inconclusive = small, poorly fitted or top-dose-only effect, or another doubt; inactive = no such curve, though single readings can be large or run the other way;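 note: 0% = wells with enzyme and -100% = buffer wells without enzyme; nearly all actives have a fitted effect of over 50% in size; many of its hits are not listed in these tables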
# * marks the source's active call; other numbers are inactive results; i = inactive; u = inconclusive; x = not tested or not shown; [ ] = dose if it differs, or a comment. Unless noted, calls come from the whole dose curve; as a rule, active = well fitted curve in the direction sought with a large enough effect; inconclusive = small, poorly fitted or top-dose-only effect, or another doubt; inactive = no such curve, though single readings can be large; an effect the other way counts as inactive or inconclusive. Potency is the fitted concentration of half-maximal effect.
# Each structure is followed by: Epigenetic derep	SMN2 splice enh	NPSR antag	IMPase Li inh	KDM4E inh	KinaseGlo FLuc	RECQ1 helicase	GoLoco inh red
> CC(C)(O)CC[C@@H](O)[C@](C)(O)[C@H]1CC[C@@]2(O)C3=CC(=O)[C@@H]4C[C@@H](O)[C@@H](O)C[C@]4(C)C3CC[C@]12C (stereo not given in full)
→ 0.4%	x	-20%	0%	11%	x	-10%	-1%
> CC(C)c1ccc(OCC(=O)NCCO)cc1
→ -3.0%	18%	8%	-4%	7%	0%	2%	6%
> Cc1ccccc1C(=O)N(Cc1nc2ccccc2c(=O)[nH]1)C1CCCC1
→ 4.3%	-5%	-40%	10%	5%	2%	15%	6%
> CCc1ccc(S(=O)(=O)/N=C2\C=CC(=O)c3ccccc32)cc1
→ 3.7%	-11%	-14%	4%	-22%	-9%	-30%	21%
> COc1ccc(-n2cnnc2SCC(=O)c2ccc(S(=O)(=O)N3CCOCC3)cc2)cc1
→ -1.8%	-5%	-24%[46.1 µM]	-32%[38.3 µM]	-7%	5%	-17%	207%[activator]
> O=C(O)Cc1sc(-c2ccccc2)nc1-c1ccccc1
→ 2.5%	-2%	-14%[46.1 µM]	u	u	2%	-5%	-8%
> COc1cc(CNc2ncn[nH]2)ccc1OCc1cccc(C)c1
→ 1.5%	x	1%	10%	-19%	2%	19%	16%
> O=C1C=C(N2CCN(C3=CC(=O)CCC3)CC2)CCC1
→ -1.0%	37%	-9%[46.1 µM]	18%[38.3 µM]	-6%	2%	i	-7%
> O=C(NCc1ccccc1Cl)C1CCN(S(=O)(=O)N2CCCCC2)CC1
→ 1.0%	-7%	-6%[46.1 µM]	-6%[38.3 µM]	0%	-2%	i	0%
> COc1ccc(CCN2C(=O)CC(Cc3ccc(Br)cc3)C2=O)cc1OC (stereo not given)
→ -0.6%	-46%[inhibitor]	0%	9%	9%	3%	i	-1%
> COc1cccc(C(=O)O/N=C(\N)c2ccc([N+](=O)[O-])cc2)c1
→ -1.1%	-1%	-4%[46.1 µM]	20%[38.3 µM]	1%	-1%	i	-8%
> O=c1[nH]cnc2c1nc(SCc1ccccc1)n2C1OC(CO)C(O)C1O (stereo not given)
→ 0.0%	10%	-12%[46.1 µM]	32%[38.3 µM]	1%	-1%	-1%	1%
> Cc1cccc(C)c1N=C1SC(CC(=O)Nc2c(C)cccc2C)C(=O)N1CCc1ccccn1 (stereo not given)
→ 2.1%	-9%	-23%	3%	1%	1%	i	12%
> CC1Sc2n(c3ccccc3[n+]2C)N=C1c1ccccc1 (stereo not given)
→ 0.0%	-48%[inhibitor]	-1%[46.1 µM]	2%	10%	-3%	-4%	0%
> Nc1nc(Cl)cc(Oc2ccc(Cl)cc2)n1
→ -1.1%	6%	10%	-10%	-2%	3%	-3%	6%
> O=C1C(Cl)=C(N2CCC(C(=O)O)CC2)C(=O)c2ccccc21
→ u	x	-6%[7.67 µM]	x	-20%	x	22µM*	4%
> Cc1c2cnn(-c3ccccc3)c(=O)c2c(C)n1CCCC(=O)NCCN1CCN(C)CC1
→ 6.7%	x	16%	x	-20%	x	5%	2%
> CCOC(=O)Cn1c(=O)oc2cc(S(=O)(=O)Nc3cc(OCC)ccc3OCC)ccc21
→ -0.2%	2%	-17%[46.1 µM]	16%[38.3 µM]	0%	1%	-4%	6%
> Cc1cc(C)cc(C(=O)NCC(=O)OC(C)C(=O)N(C)c2ccccc2)c1 (stereo not given)
→ -0.1%	11%	-6%	4%	2%	-1%	i	9%
> Cc1ccccc1N(C(=O)c1cccs1)c1nc2ccccc2s1
→ -0.7%	-27%	u	45%[activator][38.3 µM]	u	18%	-15%	1%
> COc1ccc(-c2ccc(C(=O)O)o2)c([N+](=O)[O-])c1
→ 0.9%	13%	5%	3%	u	3%	i	-6%
> CCS(=O)(=O)n1nc(C(=O)N2CCOCC2)nc1N
→ -1.1%	u	15%[46.1 µM]	11%[38.3 µM]	-6%	0%	0%	1%
> CCN(CC)S(=O)(=O)c1cc(NC(=O)COC(=O)Cn2cnc3ccccc32)ccc1C
→ -1.8%	3%	8%	-2%	2%	4%	-7%	2%
> COc1cccc(NC(=S)N(CCc2nc3cc(C)c(C)cc3[nH]2)Cc2cccnc2)c1
→ 1.3%	2%	-9%[46.1 µM]	-7%[38.3 µM]	23%	-3%	8%	13%
> O=C(OCc1cnc(Cl)s1)c1cccc(Cl)c1
→ -1.7%	x	-4%[46.1 µM]	24%[38.3 µM]	1%	-4%	-2%	-2%
> O=C/C(=C\Nc1ccc(C(=O)N2CCOCC2)cc1)c1nc2ccccc2o1
→ -2.7%	-16%	-7%	-5%	u	-2%	-19%	13%
> CCCCOc1cccc(C(=O)NC(=S)Nc2ccc(Cl)c(C(=O)O)c2)c1
→ 3.0%	u	-39%	4%	-14%	-2%	i	-10%
> S=C(NC1CCCC1)NN1CCOCC1
→ -0.4%	15%	12%	9%	-5%	-4%	i	13%
> CCOC(=O)Cc1csc(NC(=S)NC(=O)c2ccc([N+](=O)[O-])cc2)n1
→ -1.3%	-11%	-3%	-1%	9%	-4%	0%	2%
> Cc1ccc(C(=O)c2coc3ccc(OCC(=O)O)cc23)cc1
→ -1.1%	u	-19%[46.1 µM]	8%[38.3 µM]	3%	0%	u	12%
> CC(=O)OCC1(C)CN(c2ccccc2)N(C(C)=O)C1=O (stereo not given)
→ 1.1%	-51%[inhibitor]	16%	-1%	-7%	-2%	i	-4%
> C=C(C(C)=O)C(O)c1ccco1 (stereo not given)
→ 2.1%	-3%	x	5%	u	-2%	-10%	-13%
> O=C(CN1C(=O)NC2(CCCCCCC2)C1=O)NCc1cccs1
→ 0.0%	0%	21%	-7%	4%	1%	-13%	-1%
> CN1CCN(C(=O)c2ccc3nc(-c4ccccc4)c(-c4ccccc4)nc3c2)CC1
→ 9.5%	-6%	-48%	18%	-1%	-1%	i	15%
> CCC/C(=N/NC(=O)c1csc(C)c1C)c1ccc(Cl)s1
→ 0.4%	-29%	-6%[46.1 µM]	16%[38.3 µM]	16%	-1%	-14%	11%
> COC(=O)c1nnn(-c2ccc(Cl)c(Cl)c2)c1C(=O)OC
→ 5.8%	0%	-3%	26%	20%	-3%	6%	12%
> COc1cccc(-n2c(-c3ccco3)nc3nc4ccccc4nc32)c1
→ -6.1%	-1%	-42%	-4%	13%	-6%	i	14%
> c1ccc(CSc2ncnc3c2cnn3-c2ccccc2)cc1
→ 1.5%	22µM*	4%	1%	u	1%	0%	0%
> CSC1=NCCN1S(=O)(=O)c1ccc(F)cc1
→ 1.0%	-14%	19%	0%	4%	2%	-14%	3%
> Cc1cc2ccccc2c(=O)n1CC(=O)NCC(=O)N1CCN(c2cccc(Cl)c2)CC1
→ -1.0%	x	-5%[46.1 µM]	x	u	x	i	x
> COC(=O)C1CCN(C(=O)COC(=O)Cn2cnnn2)CC1
→ 1.2%	-5%	5%[46.1 µM]	5%[38.3 µM]	-1%	1%	-2%	-7%
> O=C(OCc1nc2ccccc2s1)c1cc2ccccc2oc1=O
→ 0.0%	-2%	24%	2%	u	-1%	-8%	-1%
> CC1Sc2ccc(Cl)cc2-c2nc(N)ncc21 (stereo not given)
→ 0.0%	-15%	-9%	-8%	u	-2%	8%	-14%
> CCc1ccc(NC2=NC(C(=O)NC3CCCCC3)CC(=O)N2)cc1 (stereo not given)
→ -1.0%	8%	2%[46.1 µM]	11%[38.3 µM]	5%	2%	0%	-2%
> Cc1ccc(C(=O)N/N=C\c2c(C)nn(-c3ccccc3)c2Cl)cn1
→ 1.0%	u	u	u	-7%	u	-6%	-9%

# Another view of part of the listing above.
compound,Epigenetic derep,SMN2 splice enh,NPSR antag,IMPase Li inh,KDM4E inh,KinaseGlo FLuc,RECQ1 helicase,GoLoco inh red
c1ccc(CSc2ncnc3c2cnn3-c2ccccc2)cc1,1.5%,22µM*,4%,1%,u,1%,0%,0%
CSC1=NCCN1S(=O)(=O)c1ccc(F)cc1,1.0%,-14%,19%,0%,4%,2%,-14%,3%
Cc1cc2ccccc2c(=O)n1CC(=O)NCC(=O)N1CCN(c2cccc(Cl)c2)CC1,-1.0%,x,-5%[46.1 µM],x,u,x,i,x
COC(=O)C1CCN(C(=O)COC(=O)Cn2cnnn2)CC1,1.2%,-5%,5%[46.1 µM],5%[38.3 µM],-1%,1%,-2%,-7%
O=C(OCc1nc2ccccc2s1)c1cc2ccccc2oc1=O,0.0%,-2%,24%,2%,u,-1%,-8%,-1%

# Remaining list, next part
# Each structure is followed by: Epigenetic derep	SMN2 splice enh	NPSR antag	IMPase Li inh	KDM4E inh	KinaseGlo FLuc	RECQ1 helicase	GoLoco inh red
> CCOC(=O)c1cc(C(=O)OCC)c2cc(Br)ccc2n1
→ -2.1%	u	-11%[46.1 µM]	10µM*	0%	-5%	2%	6%
> CCOC(=O)c1ccc(N2C(=O)CC(N(C)Cc3ccccc3)C2=O)cc1 (stereo not given)
→ 1.5%	1%	-9%[46.1 µM]	-11%[38.3 µM]	2%	3%	-10%	0%
> COc1cccc(-c2cc(C(F)(F)F)nc(N3CCOCC3)n2)c1
→ 0.0%	-8%	-21%[46.1 µM]	9%[38.3 µM]	-6%	-9%	-4%	4%
> O=C(CN1C(=O)c2ccccc2C1=O)Nc1cccc(S(=O)(=O)Nc2ccccc2Cl)c1
→ 1.1%	-8%	-15%	2%	-5%	3%	-2%	-1%
> O=C(CSc1nc2ccccc2s1)NNC(=O)Nc1ccc(Cl)c(Cl)c1
→ -7.0%	1%	-20%[46.1 µM]	8%	4%	2%	-5%	-12%
> CCCCNC(=O)n1c(SC)nc2ccccc21
→ -3.0%	-8%	-9%[46.1 µM]	-6%[38.3 µM]	-1%	2%	-5%	-3%
> CC(CC(=O)NC1CCCC1)c1ccccc1 (stereo not given)
→ 1.7%	9%	3%[46.1 µM]	0%[38.3 µM]	-2%	-3%	-6%	0%
> c1ccc2cc3c(NCCN4CCOCC4)ccnc3cc2c1
→ -0.9%	x	-57%	13%	7%	-4%	-7%	-6%
> COC(=O)c1ccc(CNC(=O)COC(=O)CC23CC4CC(CC(Br)(C4)C2)C3)cc1
→ u	7%	20%	-6%	6%	1%	-10%	-33%

# Screening results: PubChem, National Center for Advancing Translational Sciences (NCATS)

# An excerpt; count on the stated rates, not on these rows.
